Compound activity from PubChem BioAssay.
ADAM17 inh – ADAM17 inhibition, QFRET primary screen; recombinant ADAM17, EDANS/DABCYL FRET peptide cleavage; P78536; inhibition, % at 6.95 µM; 370,000 compounds, 0.83% hits;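 active means inhibition above the mean of compounds lying between control limits plus 3 SD, set per campaign, cut at about 8.5% in these data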;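 further: 0% = DMSO-only wells as the low control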
ASAP1 inh – ASAP1 ArfGAP inhibition; 360,000 compounds, 0.19% hits; Q9ULH1; ASAP1-stimulated ARF1 GTP hydrolysis, GDP FP detection; inhibition, % at 16.5 µM; AID 624377; in the data active means inhibition above about 25%;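 further: 0% = vehicle with enzyme and substrate and 100% = no enzyme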
DDE Tn7 FP inh – inhibitors of Tn7 peptide binding to human fibrin DD(E) | P02675 | inhibition, % at 8.3 µM | 370,000 compounds, 0.13% hits | FP displacement of FITC-Tn7 peptide from fibrin DD(E); 0% = median of compound wells per plate;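 active means inhibition above the mean of compounds falling within the control limits plus 3 SD of them, cut at about 14% in these data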;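 further: 0% = plate median of compound wells and 100% = 10 µM Aha-Tn7 peptide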
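Assay system: human fibrin DD(E). Input: DD(E) 2 µM final. Medium: Tris buffer with calcium and detergent, pH 7.8. Compound dosing: single point at 8.3 µM. Timing: 10 min plus 3 h, room temperature. Technique: fluorescence polarization of the labelled Tn7 tracer. Read-out: percent inhibition. Replicates: singlicate testing.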
TDP2 absorb – blocks human TDP2 phosphodiesterase activity; AID 720702; recombinant TDP2, T5PNP hydrolysis, p-nitrophenol absorbance 415 nm; 370,000 compounds, 0.34% hits; inhibition, % at 12.8 µM;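 active means inhibition above the mean of all tested compounds plus 3 SD, set per campaign, cut at about 25% in these data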;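 further: 0% = DMSO with enzyme and 100% = buffer with substrate but no TDP2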
Target sequence (O95551 whole entry, looked up): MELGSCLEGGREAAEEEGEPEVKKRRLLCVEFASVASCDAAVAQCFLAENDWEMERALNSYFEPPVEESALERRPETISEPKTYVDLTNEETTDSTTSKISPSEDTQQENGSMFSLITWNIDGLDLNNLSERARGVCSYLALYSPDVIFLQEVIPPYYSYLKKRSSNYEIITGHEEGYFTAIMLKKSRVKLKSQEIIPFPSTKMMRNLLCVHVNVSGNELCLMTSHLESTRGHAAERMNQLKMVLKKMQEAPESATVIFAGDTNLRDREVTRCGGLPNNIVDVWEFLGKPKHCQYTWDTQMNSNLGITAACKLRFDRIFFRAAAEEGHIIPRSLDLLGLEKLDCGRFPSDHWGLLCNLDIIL
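Assay system: Recombinant human TDP2 | Quantity: 120 nM TDP2 per well | Incubation: 2 h at 37 °C | Signal: Epi absorbance | Evaluation: Percent inhibition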
PLC-gamma1 inh – blocks human PLC-gamma1 enzyme activity | P19174 | purified PLC-gamma1, fluorogenic substrate, fluorescence | inhibition, % at 12.2 µM | 370,000 compounds, 0.84% hits | AID 720700; in the data active means inhibition above about 9.5%
ARFGAP1 inhibitor – inhibits rat ARF GTPase activating protein 1; Arfgap1-stimulated ARF1 GTP hydrolysis, GDP FP detection; 360,000 compounds, 0.26% hits; AID 651572; inhibition, % at 16.5 µM;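 active means inhibition above a per-plate limit, mean inhibition of low control wells plus 3 SD, cut at about 25% in these data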;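 further: 0% = DMSO wells with enzyme and 100% = wells lacking Arfgap1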
Target sequence (Q62848 1-136 limits assumed): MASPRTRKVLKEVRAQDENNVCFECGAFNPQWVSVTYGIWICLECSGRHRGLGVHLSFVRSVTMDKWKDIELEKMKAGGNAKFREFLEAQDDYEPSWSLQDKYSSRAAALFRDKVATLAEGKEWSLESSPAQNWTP
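Material: rat Arfgap1 GAP domain (His6, aa 1-136), purified enzyme. Also added: human ARF1(Δ1-17)-GTP substrate. Compound dosing: 16.5 µM single point, 1.26% DMSO. Timing: enzyme reaction 120 min at 25 °C after 20 min preincubation. Signal: GDP detection by fluorescence polarization. Read-out basis: percent inhibition of GAP-stimulated GDP formation, scaled between DMSO and no-Arfgap1 medians.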
DDE Tn6 FP inh – DD(E)-Tn6 binding inhibition, primary FP screen. Fibrin DD(E) TRITC-Tn6 fluorescence polarization displacement. inhibition, % at 8.3 µM. 370,000 compounds, 0.21% hits;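 active means inhibition above a per-campaign cutoff: mean of compounds within control limits plus 3 SD, cut at about 15% in these data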;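 further: 0% = median of all compound wells on the plate and 100% = blocking peptide control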
ADAM10 inh – ADAM10 inhibition, QFRET primary screen. recombinant ADAM10, EDANS/DABCYL FRET peptide cleavage, 3 h. inhibition, % at 7 µM. 370,000 compounds, 0.62% hits. AID 720582;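 active means inhibition above a per-campaign cutoff equal to the mean of compounds falling between control-based bounds plus 3 SD, cut at about 20% in these data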;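 further: 0% = DMSO wells while the 100% control is not disclosed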
Target sequence (O14672 214-748 limits assumed): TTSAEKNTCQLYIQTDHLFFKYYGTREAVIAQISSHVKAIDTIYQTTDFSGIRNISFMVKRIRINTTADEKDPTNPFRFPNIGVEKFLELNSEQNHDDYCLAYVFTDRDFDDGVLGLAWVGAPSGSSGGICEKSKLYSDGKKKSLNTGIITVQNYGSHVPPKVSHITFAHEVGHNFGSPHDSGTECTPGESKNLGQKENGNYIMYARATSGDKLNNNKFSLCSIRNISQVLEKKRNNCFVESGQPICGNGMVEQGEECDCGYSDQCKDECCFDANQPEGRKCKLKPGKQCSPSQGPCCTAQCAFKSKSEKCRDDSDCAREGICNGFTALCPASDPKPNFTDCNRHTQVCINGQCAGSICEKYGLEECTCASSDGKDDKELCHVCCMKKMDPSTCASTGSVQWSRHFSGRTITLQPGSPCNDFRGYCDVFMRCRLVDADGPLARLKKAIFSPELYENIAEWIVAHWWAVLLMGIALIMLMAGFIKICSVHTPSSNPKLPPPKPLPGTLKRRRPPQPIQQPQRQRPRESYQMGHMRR
SIAE primary – blocks human sialic acid acetylesterase; Q9HAT2; SIAE FP-Rh probe binding, fluorescence polarization; inhibition, % at 9.66 µM; 370,000 compounds, 0.69% hits;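 active means inhibition above a cutoff: mean of compounds within the control limits plus 3 SD of those, cut at about 17% in these data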;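 further: 0% = plate median of compound wells and 100% = probe without SIAE protein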
PLCb3 inh – PLC-beta3 (human) inhibition, primary screen. Purified PLC-beta3, fluorogenic substrate, fluorescence. 370,000 compounds, 0.18% hits. Q01970. inhibition, % at 12.2 µM; in the data active means inhibition above about 11%;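 further: 0% = median of compound wells on plate and 100% = full blocker control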
* = called active by the depositor; i = inactive; / = not tested or not shown. An unsorted share of the library. Share with any hit: about 3.6%.

SMILES	ADAM17 inh	ASAP1 inh	DDE Tn7 FP inh	TDP2 absorb	PLC-gamma1 inh	ARFGAP1 inhibitor	DDE Tn6 FP inh	ADAM10 inh	SIAE primary	PLCb3 inh
O=C1c2cccc3cccc(c23)C(=O)N1/N=C/c1ccc(O)cc1O	0	17	1	15	-2	7	-2	8	7	-5
N#C/C(=C\c1ccc(O)cc1)C(=O)NCc1cccc(Cl)c1	3	10	-2	-2	-5	-4	-1	3	2	-13
COc1ccc2[nH]c(=O)c(CN(CCc3ccccc3)Cc3nnnn3CC3CCCO3)cc2c1 (stereo not drawn)	-79	11	0	10	-132	3	2	-244	-5	-173
Cc1ccccc1N=C(NO)c1cccnc1	-5	6	3	9	-2	-5	-4	2	0	-4
CCc1ccccc1NC(=O)NC(C)c1ccc2c(c1)OCO2 (stereo not drawn)	-6	-5	1	1	2	-13	-1	-3	-6	-6
CC(C)(Oc1ccc(Cl)cc1)C(=O)N1CCC(C(N)=O)CC1	-6	14	0	4	0	3	-1	-7	-1	-9
Cn1c2ccccc2c(=O)c2c(=O)n(-c3ccc(F)cc3)c(C3CCCCC3)nc21	-8	-8	-4	8	1	6	-6	-5	1	-5
CCCCOc1ccc(NC(=O)CSc2cccc3cccnc23)cc1	-12	-9	0	-6	-4	0	1	-57	-8	-4
N#Cc1cc(Cl)c(NCC2CCCO2)cc1C#N (stereo not drawn)	-115	3	2	-5	-54	-6	1	-294	0	-69
CCN(C(=O)CSc1nnc(COc2cccc(C)c2)o1)c1nc(C)cs1	-1	9	0	10	1	3	4	4	-4	-6
Cc1c(NC2=C(Cl)C(=O)N(c3ccccc3Cl)C2=O)c(=O)n(-c2ccccc2)n1C	4	2	-4	-5	-6	0	1	6	1	-13
CN(Cc1ccon1)C(=O)c1ccc2nc(Cc3cccc(Cl)c3)oc2c1	-4	-6	-1	-9	0	1	-2	-8	-2	-11
CC(=O)Nc1ccccc1NC(=O)c1ccccc1	-1	-16	3	0	-1	-12	-1	-3	0	4
Cc1nn(-c2ccccc2)c2c1C(c1ccc([N+](=O)[O-])cc1)C(C#N)=C(N)O2 (stereo not drawn)	-1	-7	4	62*	2	-8	16*	12	9	-2
COc1ccc(C(C)=O)cc1COc1ccccc1[N+](=O)[O-]	1	5	0	-2	2	-5	-9	-4	6	-3
COCCNc1nc(Nc2ccc(C#N)cc2)c2sccc2n1	-17	1	4	-5	-81	7	4	-64	-5	-107
O=C(Nc1nc2ccccc2n1Cc1ccc(Cl)cc1)c1ccco1	-2	-5	-5	6	-3	-9	4	4	-3	-1
Cc1noc(C)c1C(=O)N1CCOCC1	-4	-8	2	3	3	2	2	-1	-2	2
Cc1nc2sc3c(c2c(=O)n1N)CCC3	-2	-5	2	10	-2	-9	2	-2	-6	-3
O=C(CSc1nnc(CNc2ccccc2)o1)N1CCc2ccccc21	-4	8	10	11	0	2	0	5	0	-2

Some entries already given, reduced to SIAE primary.
| SMILES | SIAE primary |
| --- | --- |
| CN(Cc1ccon1)C(=O)c1ccc2nc(Cc3cccc(Cl)c3)oc2c1 | -2 |
| CC(=O)Nc1ccccc1NC(=O)c1ccccc1 | 0 |

(next part)
SMILES	ADAM17 inh	ASAP1 inh	DDE Tn7 FP inh	TDP2 absorb	PLC-gamma1 inh	ARFGAP1 inhibitor	DDE Tn6 FP inh	ADAM10 inh	SIAE primary	PLCb3 inh
O=C(O)c1cc(S(=O)(=O)NC23CC4CC(CC(C4)C2)C3)ccc1Cl	2	8	5	-15	7	10	-9	12	3	0
CCN(CC(=O)NCc1cccnc1)S(=O)(=O)c1ccc(OC)cc1	-1	-1	-1	8	-1	-7	0	0	-2	-2
CCOC(=O)C1=C(COC(=O)CNC(=O)c2cccc(C)c2)NC(=O)NC1C (stereo not drawn)	2	-6	1	1	-1	-17	5	-4	4	-4
O=[N+]([O-])c1ccc(N2CCN(C(=S)Nc3ccccc3)CC2)cc1	-1	-6	3	6	1	0	-5	1	2	2
CC(C)c1ccc(N(CC(=O)NC2CCCCC2)C(=O)CNC(=O)c2ccco2)cc1	-3	0	2	0	0	9	-3	-7	4	-6
Clc1ccc(NC2(c3nnnn3C3CCCCC3)CCCCC2)cc1	-5	-4	1	1	3	-9	-3	-5	3	-1
OCCN(CCO)CC(O)COCCC12CC3CC(CC(C3)C1)C2 (stereo not drawn)	0	-2	-3	-6	0	0	0	4	-2	0
Cc1cc(N2CCCN(C)CC2)n2nc(C)nc2n1	-4	/	3	12	1	/	2	-3	0	-4
Cc1cc(O)c(C(C)C)cc1N=Cc1cc([N+](=O)[O-])ccc1O	-7	0	8	-2	-1	3	-3	-5	9	-41
CCc1ccc(CNCCSc2nnnn2C)cc1	-3	13	1	-16	6	4	-4	3	-3	7
CC1(C(=O)NS(=O)(=O)Cc2cccc(Cl)c2)CCN1C(=O)Cc1cccs1 (stereo not drawn)	5	7	-4	-16	4	7	4	-1	7	5
C/C=C/c1ccc(OCCCNC)c(OC)c1	-2	-5	-3	2	0	-6	1	-6	-3	2
CCOC(=O)c1sc(NC(=O)CSc2ncccn2)nc1C	-2	-13	6	14	0	1	-1	3	-5	1
CCC(=O)Nc1cccc(NC(=O)c2cccc([N+](=O)[O-])c2C)c1	0	3	-6	5	0	-2	10	1	5	0
Cc1ccc(S(=O)(=O)N2[C@@H](c3ccc(Cl)cc3)C(C(=O)O)=CC[C@H]2c2ccc(C(C)C)cc2)cc1	1	-19	2	-5	-1	-25	1	21*	-23	-5
COc1ccc(-c2noc(COc3ccccc3OC)n2)cc1OC	2	4	2	-1	0	6	4	7	14	5
COc1ccccc1Nc1nc(C2(C)CCC(=O)O2)cs1 (stereo not drawn)	-3	0	2	-2	4	-8	0	-6	4	2
CCOC(=O)c1cn(Cc2ccccc2)c(C(=O)OC(C)(C)C)c1O	0	0	1	-15	3	-5	4	1	5	0
CN1CCN(C(=O)c2ccccc2NC(=O)C(C)(C)C)CC1	-5	-2	4	0	0	1	3	7	5	1
Cc1cc(NC(=O)c2ccc(N3CCCC3)c([N+](=O)[O-])c2)no1	-4	11	1	4	-1	8	-6	-4	9	-1
Cc1cccc(NC(=O)CC2Nc3cccc4cccc(c34)NC2=O)c1 (stereo not drawn)	-3	3	1	1	-7	-10	-10	-11	14	-15
O=c1/c(=C/c2ccccn2)sc2nc3ccccc3n12	-5	-8	7	8	-9	3	0	6	3	-10
COc1cccc(CN2CCNC(=O)C2CC(=O)NCc2cn3cccc(C)c3n2)c1OC (stereo not drawn)	-3	2	7	-1	-2	5	-1	-7	0	2
N#CC1=C(N)SC(N)=C(C#N)C1c1cccc(Oc2ccccc2)c1	2	0	-12	8	-62	-8	-14	8	-40	-72
Cc1cc(C)c(C#N)c(N2CCOCC2)n1	-29	6	3	-11	-19	-1	5	-106	-5	-25
CCCCn1cc([N+](=O)[O-])nc1C	0	-9	1	-2	0	9	-2	-5	-5	-8
CCc1ccc(-c2cc(C(=O)N3N=C(C(F)F)CC3(O)C(F)F)c3ccccc3n2)cc1 (stereo not drawn)	-18	17	-9	-16	-65	14	-5	-81	-63	-87
COc1ccc2[nH]c3c(=O)n(CCCN4CCOCC4)cnc3c2c1	-283	-2	1	13	-135	-10	-6	i	2	-205
COc1ccc(N2CCN(C(=O)CSc3nnc4ncccn34)CC2)cc1	-6	18	-4	12	-1	1	-2	-8	8	-1
C/C(=N/NC(=O)CNc1ccc(C)cc1)c1ccc(Br)s1	4	0	8	-8	4	1	-2	7	1	-4
Cc1ccc(SCCC(=O)Nc2ccccc2C(=O)N2CCOCC2)cc1	-2	10	-2	8	1	-2	1	0	4	-2
N#Cc1ccccc1Oc1ccc(S(=O)(=O)N2CCCCC2)cn1	-2	-9	-3	-10	4	-3	2	4	-4	7
CCNC(COC(=O)c1ccc([N+](=O)[O-])cc1)C1CCCCC1 (stereo not drawn)	-4	-4	-6	-7	0	-1	0	-6	-6	6
CCC(C)C(=O)Nc1nc(C)c(-c2csc(Nc3cc(Cl)ccc3OC)n2)s1 (stereo not drawn)	-1	10	-3	5	-15	31*	-8	-4	3	-21
Nc1ccc(S(=O)(=O)N2CCc3ccccc32)cc1	1	1	7	6	5	-10	1	7	3	0
CCc1c(C#N)sc(C(N)=O)c1CC	-3	-3	-2	7	0	2	7	-1	4	-6
COC(=O)[C@H](C)NC(=O)C(Cc1ccc2c(c1)OCO2)NC(C)=O (stereo partly drawn)	4	/	-5	-6	4	/	2	0	-111	2
CCCCCCC(=O)Nc1nc(C)c(-c2csc(Nc3cccc(OC)c3)n2)s1	2	3	2	-5	-6	9	5	8	-4	-13
Cc1cccc(N(C(=O)c2snc(C(N)=O)c2N)C(C(=O)NCC2CCCO2)c2ccc(N(C)C)cc2)c1C (stereo not drawn)	-7	-1	-1	5	-4	-7	4	-13	10	-8
O=C(NCCc1nc2ccccc2[nH]1)/C(=C/c1ccc2c(c1)OCO2)NC(=O)c1ccccc1Cl	0	4	-8	-1	6	2	-1	13	-8	1

Taken from above:
SIAE primary, Cc1ccc(SCCC(=O)Nc2ccccc2C(=O)N2CCOCC2)cc1 is entered as 4
DDE Tn6 FP inh, CCC(C)C(=O)Nc1nc(C)c(-c2csc(Nc3cc(Cl)ccc3OC)n2)s1 (stereo not drawn) is entered as -8

(list continues)
SMILES	ADAM17 inh	ASAP1 inh	DDE Tn7 FP inh	TDP2 absorb	PLC-gamma1 inh	ARFGAP1 inhibitor	DDE Tn6 FP inh	ADAM10 inh	SIAE primary	PLCb3 inh
Cc1ccc(S(=O)(=O)/N=C(/c2ccccc2)N2CCOCC2)cc1	1	-7	1	-5	0	-5	-8	2	-3	2
O=S(=O)(c1ccc(Cl)cc1)N1CCC(N2CCOCC2)CC1	2	-8	-6	-6	2	-12	3	-4	12	-1
Cc1nnc2n(Cc3ccccc3)c(=O)c3c4c(sc3n12)COC(C(C)C)C4 (stereo not drawn)	2	-6	-7	-14	7	0	-1	8	8	3
C=CCn1c(SCc2ccc(Cl)c(Cl)c2)nnc1C(CO)NC(=O)c1ccc(OC)cc1 (stereo not drawn)	5	8	-6	-2	5	-3	6	3	-1	5
CCCCCCCCCCNC(=O)CCn1[nH]c(=O)c2ccccc2c1=O	-1	-8	-1	6	-8	-23	3	-3	-4	-8
Cc1ccccc1C(=O)N1CCC(C(=O)N(C)CCOc2ccccc2)CC1	-1	11	1	6	3	4	1	-4	-2	-4
